TAG inh: inhibitors of triacylglycerol accumulation, primary screen, cell-based, uHTS, fluorescence, H9c2; AID 651582, 2012; H9c2 cells, Nile Red lipid (TAG) fluorescence; cells loaded with 200 µM oleic acid; hit rate 0.66% among 230,000; inhibition, % at 12.5 µM;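 active means pattern-corrected inhibition of lipid staining of at least 50% with the nuclear-stain viability signal not falling by more than 50%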;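 further: 0% = DMSO wells and 100% = triacsin C control wells; some results filed as inactive read as strong as hits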
TAG inh DAPI viability: recorded beside TAG inh, whose call it bears; DAPI nuclei signal change (viability), lower = more cytotoxic, %;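 whole-well DAPI fluorescence read on a plate reader as a viability signal; minus 50 percent equals half of cells still viable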
Starred values were filed as active, the others as inactive; & = joins results of further samples. Some of the compounds tested. The share of hits here may be higher or lower than overall.

no.	Molecule	TAG inh	TAG inh DAPI viability
1	Cc1ccc2nc(NC(=O)C3CCCN(S(=O)(=O)c4cccc5nsnc45)C3)sc2c1 (stereo not given)	34	3
2	COc1ccc2[nH]c(O)c(N=NC(=O)Cc3cccs3)c2c1	-4	10
3	CCc1c(C)nc2[nH]ncn2c1=O	2	0
4	CCCCN1C(=O)c2ccc(C(=O)Nc3cccc(C)c3C)cc2C1=O	6	0
5	Nc1nc(N)c2[nH]c(-c3ccccc3)nc2n1	12	5
6	CCCCCOc1ccc(C(O)C(CN2CCOCC2)c2ccccc2)cc1 (stereo not given)	-16	3
7	COc1ccc(NC(=O)Nc2c(C)n(-c3ccccc3)c(=O)n2C)cc1OC	-16	7
8	CCn1c(=O)c(C(=O)Nc2ccccn2)c(O)c2ccccc21	7	9
9	CC(Sc1nc2ccccc2c(=O)n1C)C(=O)N(C)C1CCCCC1 (stereo not given)	-13	-3
10	O=C(NC(=S)N1CCN(c2c(Cl)cccc2[N+](=O)[O-])CC1)c1cccs1	-7	-16

Next part.
no.	Molecule	TAG inh	TAG inh DAPI viability
11	COC(=O)[C@@]1(C)[C@H]2C(=O)N(C)C(=O)[C@H]2[C@H]2CN=C(SCc3ccc(Cl)cc3)N21	2	8
12	CC1(C)CCCC2=C1CC1C(=O)N(c3ccccc3)C(=O)C1C2 (stereo not given)	-14	7
13	Cc1ccccc1COC[C@H](CC(C)C)N1CCN(C(=O)c2cccc(C(F)(F)F)c2)CCC1=O	9	-5
14	COc1cccc(-n2c(-c3cccc(S(=O)(=O)N(C)C)c3)n[nH]c2=S)c1	24	-10
15	Nc1nc(SCC(=O)Nc2ccccc2C(F)(F)F)[nH]c(=O)c1-c1ccccc1	7	-12
16	Cc1cnc(N=Nc2ccccc2)[nH]1	11	8
17	CCCCNC(=O)c1onc(CSc2ccc(F)c(F)c2)c1C(=O)O	-9	-2
18	O=C(/C=C/c1ccccc1)NCc1cccnc1	1	-14
19	N#C/C(=C/c1ccc(N2CCOCC2)o1)c1nc2ccccc2[nH]1	-88	11
20	O=C(Nc1ccc(OCC(=O)N2CCOCC2)cc1)Nc1cccc(Cl)c1	4	4

Next part:
no.	Molecule	TAG inh	TAG inh DAPI viability
21	Cc1ccc2nc(NC(=O)c3cccs3)sc2c1	-26	11
22	COc1ccc(NC(=O)c2nc3ccccc3s2)cc1	14	-11
23	CNC(=O)c1c(NC(=O)c2ccco2)sc2c1CCCC2	24	0
24	CC1CN(C(=S)NC(=O)c2cccc([N+](=O)[O-])c2)CC(C)O1 (stereo not given)	3	0
25	COCCCNC(=S)N1CCC(NC(=O)c2ccco2)CC1	-13	7
26	Cc1ccccc1NC(=O)Cc1nc(COC(=O)c2cc(Cl)ccc2O)cs1	-15	-5
27	CC(Sc1ncccn1)C(=O)NC1CCCC1 (stereo not given)	3	1
28	S=C(NCc1ccco1)N1CCN(c2ccc(Cl)cc2)CC1	-34	15
29	CC(=O)O[C@H]1CSC[C@H]1NC(=O)c1ccccc1	-13	-9
30	CC1CCCC(C)N1C(=O)COC(=O)c1ccc(O)cc1 (stereo not given)	10	-5

(cont.)
no.	Molecule	TAG inh	TAG inh DAPI viability
31	CC(=O)c1cccc(NC(=O)N2CCCC2C(=O)Nc2cccc(C)c2)c1 (stereo not given)	-10	7
32	O=C(OCc1cc2ccccc2[nH]c1=O)c1cccs1	-14	1
33	Cc1nc2ccc(S(=O)(=O)NCC(=O)NC(C)c3ccccc3)cc2s1 (stereo not given)	10	2
34	CN(C)C(CNC(=O)/C=C/c1cccc(Cl)c1)c1ccccc1 (stereo not given)	-11	11
35	COc1ccc(NC(=O)c2nc(SC)ncc2Cl)cc1	-10	-1
36	O=C(O)c1ccc(NS(=O)(=O)c2cccc(C(=O)Nc3ccc(Br)cc3)c2)cc1	14	-9
37	COc1ccc(NC(=O)CSc2nc(C)cc(C(F)(F)F)n2)cc1	-6	8
38	COc1cccc(C(=O)Nc2ccccc2OC(F)(F)F)c1	-4	-5
39	N#Cc1ncc(C(F)(F)F)cc1Sc1ccccc1N	7	-5
40	O=c1oc2ccc(C#CC3(O)CCCCC3)cc2cc1-n1cc(C2(O)CCCCC2)nn1	-17	7

(next part)
no.	Molecule	TAG inh	TAG inh DAPI viability
41	COC(=O)[C@@H]1C[C@@H](c2ccccc2)[C@H](C)C1(C)C	-4	4
42	O=[N+]([O-])c1ccc(N2CCCC2)c([N+](=O)[O-])c1	10	9
43	CCCCNC(=O)O/N=C(\N)CS(=O)(=O)C(C)(C)C	3	-8
44	CCOc1ccc(C(=O)NNC(=O)c2cc(S(=O)(=O)N3CCOCC3)ccc2Cl)cc1	-28	4
45	COc1ccccc1/C=N/NC(=O)CC(=O)Nc1ccc(Cl)c(Cl)c1	13	-15
46	Cc1cc(NC(=O)CCN2C(=O)C3C4C=CC(C4)C3C2=O)ccc1Br (stereo not given)	13	-5
47	COc1cccc(CCNC(=O)CC2C(=O)NCCN2Cc2ccc(Cl)c(F)c2)c1 (stereo not given)	-2	3
48	O=C(NCCO)c1ccc2c(c1)S(=O)(=O)c1ccccc1C2=O	-6	0
49	O=C(COC(=O)c1cc(=O)[nH]c2ccccc12)Nc1nc(-c2ccc(F)cc2)cs1	-15	-2
50	COc1ccc(S(=O)(=O)N2CCC(C(=O)Nc3c(F)cccc3F)CC2)cc1	-4	-1

Continuation.
no.	Molecule	TAG inh	TAG inh DAPI viability
51	Cc1cccc(C(=O)N2CCN(C(=O)c3cccc(C)c3)C(C)C2)c1 (stereo not given)	-1	6
52	COc1ccccc1N1C(N)=NC(N)=NC1(C)C	4&1	-5&-1
53	Cc1cc(=O)[nH]c(SCc2cc(=O)n3nc(C)sc3n2)n1	6	-7
54	COc1ccc(S(N)(=O)=O)cc1C(=O)OCC(=O)NC(C)(C#N)C1CC1 (stereo not given)	-14	-3
55	CCOc1ncccc1C(=O)Nc1cccc(-c2nc3cccnc3s2)c1	3	4
56	CCc1cc2c(SCC(=O)Nc3cc(C)on3)ncnc2s1	8	2
57	Cc1csc(SCC(=O)Nc2cc([N+](=O)[O-])ccc2F)n1	9	-2
58	Cc1cc(OC(=O)c2ccc(Cl)cc2)cc(=O)n1C	-4	-4
59	COc1ccc(N(Cc2cc3cccc(C)c3[nH]c2=O)C(=O)C2CCCO2)cc1 (stereo not given)	1	-4
60	O=C(O)CSCC(=O)Nc1ccc(Cl)cc1C(F)(F)F	-10	28

Additional structures follow:
no.	Molecule	TAG inh	TAG inh DAPI viability
61	O=S(=O)(Nc1nc2ccccc2nc1N1CCN(CCO)CC1)c1cc(F)ccc1F	-2	6
62	O=C(Nc1ccc(S(=O)(=O)Nc2nccs2)cc1)c1ccc(F)c(S(=O)(=O)N2CCOCC2)c1	0	2
63	Cc1cc(OCC(=O)c2ccc(C(F)(F)F)cc2)n2cnnc2n1	-1	1
64	Cc1nn(CC(=O)N(C)C2(C#N)CCCCC2)c(C)c1[N+](=O)[O-]	16	-7
65	Cc1ccc2c(c1)C1(C(=O)N2)N2CCCC2C(C(=O)c2ccc3ccccc3c2)C12C(=O)Nc1ccccc12 (stereo not given)	-6	1
66	Cc1cc(=O)[nH]c(SCc2nnc(-c3ccccc3)o2)n1	0	1
67	Cc1ccc(C)c(-n2ccnc2SCC(=O)c2c(N)n(C3CC3)c(=O)[nH]c2=O)c1	-8	-2
68	COCCn1c(SCC(=O)N2CCCc3ccccc32)nc2cccnc21	5	-7
69	CCCCOc1ccc(N2CC(C(=O)NCCc3ccc(OC)c(OC)c3)CC2=O)cc1 (stereo not given)	5	3
70	CC(CC(=O)NNC(=O)c1ccncc1)c1ccccc1 (stereo not given)	4	8

The closing six compounds of the part above open the next one.
no.	Molecule	TAG inh	TAG inh DAPI viability
65	Cc1ccc2c(c1)C1(C(=O)N2)N2CCCC2C(C(=O)c2ccc3ccccc3c2)C12C(=O)Nc1ccccc12 (stereo not given)	-6	1
66	Cc1cc(=O)[nH]c(SCc2nnc(-c3ccccc3)o2)n1	0	1
67	Cc1ccc(C)c(-n2ccnc2SCC(=O)c2c(N)n(C3CC3)c(=O)[nH]c2=O)c1	-8	-2
68	COCCn1c(SCC(=O)N2CCCc3ccccc32)nc2cccnc21	5	-7
69	CCCCOc1ccc(N2CC(C(=O)NCCc3ccc(OC)c(OC)c3)CC2=O)cc1 (stereo not given)	5	3
70	CC(CC(=O)NNC(=O)c1ccncc1)c1ccccc1 (stereo not given)	4	8
71	Cc1ccc(C(=O)/C=C/Nc2cccc([N+](=O)[O-])c2)o1	1	-7
72	Cc1noc(C)c1NC(=O)N(C)C[C@H]1Oc2ccc(NS(=O)(=O)c3cn(C)cn3)cc2C(=O)N([C@H](C)CO)C[C@@H]1C	15	-1
73	COc1cc(C(=O)N2CCN(C)C(C)C2)ccc1OC1CCN(C(C)=O)CC1 (stereo not given)	-5	5
74	C[N+](C)(C)CCOc1ccc([N+](=O)[O-])cc1	-13	15
75	Cc1cc(NC(=O)C(C)SCC(=O)N(Cc2ccccc2)c2ccccc2)no1 (stereo not given)	-4	-2
76	Cc1ccc(Nc2c([N+](=O)[O-])c(=O)n(C)c3ccccc23)cc1	-1	-1
77	Cc1cc(C)c(-n2nnnc2SCC(=O)c2cc3ccccc3o2)c(C)c1	-34	0
78	COc1ccc(CNC(=O)CN(CC2CCCO2)C(=O)CNS(=O)(=O)c2ccc(F)cc2)cc1 (stereo not given)	13	-3
79	CN(CC(=O)Nc1cccc(F)c1)C(=O)c1cccc(S(=O)(=O)N2CCN(Cc3ccccc3)CC2)c1	-22	4
80	Cc1cc2nc3n(c2cc1C)CC1CC(C(=O)NCc2ccco2)N(C)C31 (stereo not given)	-24	2

The list goes on:
no.	Molecule	TAG inh	TAG inh DAPI viability
81	COc1ccc(-c2noc(N3CCCC(C(=O)Nc4ccccc4F)C3)n2)cc1 (stereo not given)	-10	-1
82	Cn1ccnc1Sc1ccc(C(N)=O)cc1[N+](=O)[O-]	-1	0
83	Cc1cc(C(=O)NNC(=O)c2ccc(S(=O)(=O)N(C)C)cc2)c(C)o1	-4	-1
84	CSCc1ccc(C(=O)NC(C)c2cnn(-c3ccccn3)c2C)o1 (stereo not given)	3	-3
85	CC(=O)C1=C(O)C(=O)N(CCNCCO)C1c1ccccc1 (stereo not given)	-10	15
86	O=c1c2ccccc2ncn1CCOc1ccccc1[N+](=O)[O-]	-4	-6
87	Cn1c(/C(C#N)=C(\O)CN2CCN(Cc3ccccc3)CC2)nc2ccccc21	3	10
88	ON1C(c2ccccc2)CC2(O)c3nonc3CCC12 (stereo not given)	15	-13
89	CCc1ccc(OCCOCC(O)CNC(C)CC)cc1 (stereo not given)	-7	18
90	CCN(CC)c1ccc(C(=O)OCC(=O)Nc2cc(C)on2)cc1	1	3

Record cards, from the list above. Order of screens: TAG inh, TAG inh DAPI viability
COc1ccc(S(=O)(=O)N2CCC(C(=O)Nc3c(F)cccc3F)CC2)cc1 across the screens: -4, -1
Cc1cc(NC(=O)C(C)SCC(=O)N(Cc2ccccc2)c2ccccc2)no1 (stereo not given) across the screens: -4, -2
CCCCOc1ccc(N2CC(C(=O)NCCc3ccc(OC)c(OC)c3)CC2=O)cc1 (stereo not given) across the screens: 5, 3

The list goes on.
no.	Molecule	TAG inh	TAG inh DAPI viability
91	CC(=O)c1csc(COc2ccc(Cl)cc2)n1	13	-1
92	Cc1ccc(S(=O)(=O)NC2CC(C)(C)NC(C)(C)C2)cc1	-1	5
93	CCc1ccc(NC(=S)NCc2ccccc2)cc1	10	-1
94	CC1CCN(C(=O)c2ccccc2NC(=O)Cc2ccccc2)CC1	6	8
95	Cc1ccc(CNC(=O)c2cccnc2)cc1	-18	4
96	CCOc1c(/C=C(\C#N)C(N)=O)c2ccccc2n1CC	0	-5
97	COc1ccc(CCNC(=O)c2cccnc2Cl)cc1OC	4	-1
98	Cc1c(NC(=S)NC(=O)c2ccc(Cl)cc2)c(=O)n(-c2ccccc2)n1C	-8	-5
99	c1ccc2c(Nc3ccc(N4CCOCC4)cc3)nc(N3CCOCC3)nc2c1	21	1
100	CS(=O)(=O)Nc1nc2n(n1)C(c1ccccc1)CC(c1ccccc1)N2 (stereo not given)	-4	3

(more compounds)
no.	Molecule	TAG inh	TAG inh DAPI viability
101	CCN(CC)CC(=O)Nc1ccc(C)cc1C(=O)c1ccccc1	9	-8
102	c1ccc(NC2=NCCCCS2)cc1	10	6
103	O=C(NC1CCC(c2ccccc2)CC1)c1cccnc1 (stereo not given)	-8	9
104	CN(C)CCCN(C(=O)c1ccc2c(c1)OCCO2)c1nc2ccc(Cl)cc2s1	21	-2
105	Cc1cc(C(=O)O)ccc1-c1ccc(/C=C2\SC(=O)N(CC(=O)Nc3ccc4c(c3)OCO4)C2=O)o1	-1	0
106	CN=c1sc2ccccc2n1CC(O)COCc1ccco1 (stereo not given)	-2	4
107	CCNC(=O)COC(=O)Cc1ccc(Cl)cc1Cl	13	-15
108	Cn1c2ccccc2c2cc(C(=O)OCC(=O)N3CC(=O)Nc4ccccc43)sc21	0	6
109	COc1cc(C(=O)NNC(=O)Nc2ccc([N+](=O)[O-])cc2)cc(OC)c1OC	22	-2
110	CCN(CC)S(=O)(=O)c1cc([N+](=O)[O-])ccc1NNC(=O)Nc1ccccc1OC	-7	-11
111	Cc1cccc(S(=O)(=O)N(C)C[C@H]2OCc3cn(nn3)CCCC(=O)N([C@@H](C)CO)C[C@@H]2C)c1	-1	0
112	COc1ccc(-c2nc3ccccc3o2)cc1OC	-1	4
113	O=C(CCC1CCCC1)c1c(O)c2ccccc2oc1=O	9	-1

Given screen by screen: part of the list above
#113 O=C(CCC1CCCC1)c1c(O)c2ccccc2oc1=O
#103 O=C(NC1CCC(c2ccccc2)CC1)c1cccnc1 (stereo not given)
assay / compound	113	103
TAG inh	9	-8
TAG inh DAPI viability	-1	9

Source: PubChem
